ZTA counter – blocks Epstein-Barr virus ZTA, an EBNA-1 counter-screen | inhibition, % at 11 µM | AID 2234 | 320,000 tested, 0.15% active | P03206 | ZTA-DNA binding, fluorescence polarization; in the data active = inhibition above about 33%
Target sequence (P03206 whole entry, looked up): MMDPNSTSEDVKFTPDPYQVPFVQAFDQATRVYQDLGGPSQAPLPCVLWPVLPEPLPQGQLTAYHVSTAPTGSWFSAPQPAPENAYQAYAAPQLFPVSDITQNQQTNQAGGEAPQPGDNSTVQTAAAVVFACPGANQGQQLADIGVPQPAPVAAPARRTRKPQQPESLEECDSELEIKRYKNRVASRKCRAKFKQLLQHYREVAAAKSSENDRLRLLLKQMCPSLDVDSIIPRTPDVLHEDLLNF
EBNA-1 inhibitor – blocks EBNA-1 binding to DNA | inhibition, % at 14.8 µM | 300,000 tested, 0.34% active | EBNA-1 DNA binding, fluorescence polarization; in the data active = inhibition above about 28%
LYPLA1 inh – LYPLA1 (human) inhibition in PME1 counter-screen | 320,000 tested, 0.16% active | inhibition, % at 5.9 µM | AID 2174 | recombinant LYPLA1, FP-Rh probe fluorescence polarization | O75608;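 active = inhibition above the mean of all tested compounds plus 3 SD, set per campaign, cut at about 14% in these data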;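 also: inhibitors block serine hydrolase probe labeling of LYPLA1 so polarization falls; 0% = enzyme with DMSO and 100% = wells lacking LYPLA1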
PAFAH1B3 inh – blocks human PAF acetylhydrolase 1B catalytic subunit 3; AID 492972; Q15102; 340,000 tested, 0.28% active; recombinant PAFAH1B3, FP-rhodamine probe, fluorescence polarization; inhibition, % at 3.39 µM;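 active = inhibition above the screen-wide average of all tested compounds plus 3 SD, cut at about 25% in these data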;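 also: 0% = enzyme with DMSO only and 100% = wells lacking PAFAH1B3 protein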
Target sequence (Q15102 whole entry, looked up): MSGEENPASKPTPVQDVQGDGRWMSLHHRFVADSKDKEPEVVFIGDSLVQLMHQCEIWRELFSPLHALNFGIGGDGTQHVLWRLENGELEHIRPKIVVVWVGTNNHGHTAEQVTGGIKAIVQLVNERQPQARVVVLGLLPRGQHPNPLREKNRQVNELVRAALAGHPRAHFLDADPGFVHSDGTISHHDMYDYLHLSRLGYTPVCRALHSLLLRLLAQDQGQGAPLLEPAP
pPAFAH inh – pPAFAH (human) enzyme inhibition. Q13093. recombinant pPAFAH, FP-rhodamine probe fluorescence polarization. inhibition, % at 3.39 µM. 330,000 tested, 1.5% active;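 active = inhibition above the mean inhibition across the screen plus 3 SD, cut at about 25% in these data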;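 also: inhibitors block binding of the rhodamine activity-based probe so polarization drops; 0% = enzyme with DMSO and 100% = wells lacking pPAFAH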
PAFAH1B2 FP inh – blocks human PAF acetylhydrolase 1b catalytic subunit 2; inhibition, % at 3.39 µM; 340,000 tested, 1.2% active; AID 492953; P68402; recombinant PAFAH1B2, FP-rhodamine activity probe, fluorescence polarization;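 active = inhibition above the mean of all tested compounds plus 3 SD, cut at about 24% in these data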;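 also: 0% = enzyme with DMSO and 100% = wells lacking PAFAH1B2; many of its hits are not listed in these tables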
Target sequence (P68402 whole entry, looked up): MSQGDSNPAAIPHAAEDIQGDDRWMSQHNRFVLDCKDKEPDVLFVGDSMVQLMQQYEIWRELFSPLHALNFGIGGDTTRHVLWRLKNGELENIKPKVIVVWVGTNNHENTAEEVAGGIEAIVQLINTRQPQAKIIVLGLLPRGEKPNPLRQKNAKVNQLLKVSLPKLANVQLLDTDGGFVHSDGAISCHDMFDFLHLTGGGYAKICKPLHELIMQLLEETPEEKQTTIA
PAFAH2 FP inh – PAFAH2 (human) inhibition. inhibition, % at 3.39 µM. Q99487. 340,000 tested, 0.99% active. recombinant PAFAH2, FP-rhodamine activity probe, fluorescence polarization;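 active = inhibition above the mean over all tested compounds plus 3 SD, cut at about 30% in these data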;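 also: inhibitors block probe labeling of enzyme so polarization drops; 0% = enzyme with DMSO and 100% = wells lacking PAFAH2 protein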
LYPLA2 counter – LYPLA2 (human) inhibition in PME1 counter-screen; recombinant LYPLA2, FP-Rh probe fluorescence polarization; inhibition, % at 5.9 µM; 320,000 tested, 0.38% active;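 active = inhibition above the screen-wide mean plus 3 SD, limit set per campaign, cut at about 26% in these data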;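 also: 0% = LYPLA2 with DMSO and 100% = wells lacking LYPLA2 enzyme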
Target sequence (O95372 whole entry, looked up): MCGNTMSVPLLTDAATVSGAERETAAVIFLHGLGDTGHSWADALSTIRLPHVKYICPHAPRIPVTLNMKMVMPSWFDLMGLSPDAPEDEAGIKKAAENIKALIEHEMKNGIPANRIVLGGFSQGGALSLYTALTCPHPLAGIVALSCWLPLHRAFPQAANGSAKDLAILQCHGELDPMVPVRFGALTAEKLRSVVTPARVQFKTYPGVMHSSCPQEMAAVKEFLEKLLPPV
PREPL inhibitor – inhibitors of human prolyl oligopeptidase-like enzyme PREPL. Q4J6C6. recombinant PREPL, fluorescence polarization activity-based probe. inhibition, % at 5.96 µM. 320,000 tested, 0.68% active. AID 2751; in the data active = inhibition above about 43%;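 also: 0% = enzyme with DMSO and 100% = wells lacking enzyme; many of its hits are not listed in these tables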
* marks the source's active call; other numbers are inactive results; x = no result given. A portion of the library. The share of hits here may be higher or lower than overall.

SMILES	ZTA counter	EBNA-1 inhibitor	LYPLA1 inh	PAFAH1B3 inh	pPAFAH inh	PAFAH1B2 FP inh	PAFAH2 FP inh	LYPLA2 counter	PREPL inhibitor
FC(F)Oc1ccccc1NC(=S)Nc1cccnc1	3	8	2	4	1	3	6	12	6
Cc1cccc2nc(CSc3nncn3-c3ccccc3)cn12	-4	4	4	2	0	1	6	-3	7
CCCN1CCN(S(=O)(=O)c2cn(C)nc2C)CC1	4	-12	-1	6	0	4	3	-3	2
NC(=O)CC1SC(N)=NC1=O (configuration not stated)	0	-5	2	7	5	10	2	-2	-2
COc1cccc(CNC(=O)CCn2ccc3cc(S(=O)(=O)N4CCCC4)ccc32)c1	-4	8	1	9	4	6	0	0	-3
Cc1cc(OCC(=O)NCc2ccccn2)c2c(C)cc(=O)oc2c1	5	1	0	1	7	2	-2	-2	-3
Cc1cccc(CSC(Nc2ccc(F)cc2)=C(C#N)C#N)c1	6	9	2	10	7	2	5	0	-3
C=CCN1c2ccccc2[C@]23C[C@@H](C(=O)OC)N(C(=O)NC4CCCC4)C2=NC(C(=O)OC)=C(C(=O)OC)[C@H]13	18	4	4	4	4	1	-1	3	5
CCOc1cc(C(=S)N2CCOCC2)ccc1OS(=O)(=O)c1ccc(NC(C)=O)cc1	1	1	0	3	3	-1	-1	-1	-8
COc1ccccc1CNC(=O)C1CCN(S(=O)(=O)N2CCCCC2)CC1	0	4	-2	7	6	5	3	-2	4
Cc1ccc(SCc2nc3ccccc3n2CC(=O)Nc2c(C)cccc2C)cc1	-15	0	-4	-12	-2	4	-8	-8	6
CCn1c(CC(=O)Nc2ccc(F)cc2)nnc1SCC(=O)NC1=NCCS1	0	2	-1	0	4	3	-8	0	1
CC(C)NC(=O)Cn1nnc(-c2ccc(Cl)cc2)n1	14	-12	1	2	2	2	5	0	2
O=C1CC(c2ccsc2)c2ccc3ccccc3c2N1 (configuration not stated)	-8	5	-2	0	1	3	6	1	-14
O=[N+]([O-])c1ccc(C2(O)CN(c3ccccc3)C3=[N+]2CCS3)cc1 (configuration not stated)	7	0	-2	-2	-1	3	2	-3	-5
Cc1cc(C)n(-c2nnc3c4ccccc4n(C)c3n2)n1	-16	9	-1	7	-3	4	2	-6	0
COc1cccc(NC(=O)C2CC(=O)N(C)C(=Nc3cccc(F)c3)S2)c1 (configuration not stated)	0	-4	-7	3	-4	-3	-2	5	-17
C=CCn1c(SCC(=O)Nc2nc(C)cs2)nnc1C(CO)NC(=O)c1ccccc1 (configuration not stated)	-3	5	0	0	-2	4	-1	-2	3
O=C(c1ccncc1)N(c1ccc2oc3c(c2c1)CCCC3)S(=O)(=O)c1ccc(F)cc1	1	3	-9	-9	5	-2	1	-7	-57
Cc1c(-c2cc(C(=O)O)on2)cnn1C	9	-14	-2	5	-4	4	-3	-5	8
O=C(CCCOc1ccc(Cl)cc1Cl)N/N=C/c1ccc(Cl)cc1	9	5	3	-5	2	4	-8	2	-21
Cc1cccc(-n2c(SCC(=O)Nc3cccc(S(=O)(=O)NC4=NCCCCC4)c3)nc3ccccc3c2=O)c1C	16	11	-11	-4	7	-2	5	-21	5
CC[C@@H](C)C(NC(=O)OC(C)(C)C)c1cn([C@@H](Cc2cc3ccccc3[nH]2)C(=O)N2CCN(C(=O)OC(C)(C)C)CC2)nn1 (some centres not stated)	2	-10	1	3	3	7	6	7	8
Cc1cc(Oc2ccc(N)cn2)ccc1Cl	9	2	4	x	8	x	x	-2	8
COc1ccc(NC(=O)COC(=O)c2ccc(F)cc2F)cc1	3	1	-1	0	16	8	2	-7	4
CCc1ccccc1NC(=O)CCNS(=O)(=O)c1ccc2c(c1)CCC(=O)N2	5	-3	1	8	3	5	3	0	5
C/C(=N\Nc1cc(N2CCOCC2)ncn1)c1ccccc1	0	3	2	4	0	-5	4	6	9
O=C(c1ccccc1Sc1ccc([N+](=O)[O-])cc1Cl)N1CCOCC1	-5	1	4	-2	2	5	-2	6	5
COC(=O)C1=CN(Cc2ccc(OC)c(OC)c2)C=C(C(=O)OC)C1c1ccc(F)cc1	4	-7	-2	9	-6	4	6	-3	-6
CC(C)C[C@H](NC(=O)NCc1ccc(F)cc1)C(=O)O	17	4	-4	0	4	22	-4	-10	-2
c1ccc2c(c1)CC(N1CCCCC1)c1ccccc1S2 (configuration not stated)	-12	4	-1	-8	-4	4	-1	-1	6
COc1cc(CNCc2cc(OC)ccc2OC)cc(OC)c1	9	-1	3	-1	3	-2	1	3	-24
CC(C)N(C(=O)Cn1cc(S(=O)(=O)CC(=O)NCc2ccc(F)cc2)c2ccccc21)C(C)C	-6	4	1	3	1	18	-1	7	-5
O=C(COC(=O)c1cc(NS(=O)(=O)c2cccs2)ccc1O)Nc1ccccc1	-2	2	-2	-2	10	3	24	16	3
CC(=O)NC(CSC(CC(=O)c1ccco1)c1ccc(C)cc1)C(=O)O (configuration not stated)	-1	-5	-4	13	0	1	2	4	10
CCCOC(=O)C1=C(C)NC2=C(C(=O)CC(C)(C)C2)C1c1ccc(N(C)C)cc1 (configuration not stated)	18	5	-4	1	9	-1	2	-7	-4
CS(=O)(=O)N1CCC(C(=O)Nc2cccc(Cl)c2)CC1	4	11	0	3	-1	8	11	2	23
CCn1c(C)cc(O)c(C(=O)Nc2cccc(Cl)c2)c1=O	-6	-22	-1	-1	-1	-8	-4	-2	-6
Cc1ccc(C)c(N(C(=O)CS(=O)CC(=O)Nc2ccc3c(c2)OCO3)C(C)C(=O)NC2CCCC2)c1 (configuration not stated)	-25	-9	-2	7	8	0	-7	10	32
COc1ccc(N2CCN(C(=O)CNC(=O)c3cn(-c4ccccc4OC)c(=O)c4ccccc34)CC2)cc1	-4	-8	15*	2	0	4	9	76*	14

Looked up above:
Under LYPLA1 inh, CC(C)C[C@H](NC(=O)NCc1ccc(F)cc1)C(=O)O is listed with -4
Under PAFAH1B3 inh, c1ccc2c(c1)CC(N1CCCCC1)c1ccccc1S2 (configuration not stated) is listed with -8
Under LYPLA2 counter, Cc1cc(Oc2ccc(N)cn2)ccc1Cl is listed with -2

(list continues)
SMILES	ZTA counter	EBNA-1 inhibitor	LYPLA1 inh	PAFAH1B3 inh	pPAFAH inh	PAFAH1B2 FP inh	PAFAH2 FP inh	LYPLA2 counter	PREPL inhibitor
O=C(O)c1ccccc1C(=O)NCCCCCCNC(=O)c1ccccc1C(=O)O	-12	-3	0	2	5	11	-1	4	17
C#Cc1ccc([C@H]2C=C(C(=O)OCC=C)O[C@@H](OCCCCO)C2)cc1	2	-2	1	-6	19	-5	0	-4	7
COc1ccc(OCCCC(=O)N2CCN(S(=O)(=O)c3cccc(F)c3)CC2)cc1	10	-4	1	1	8	6	-4	2	8
Cc1ccc(NC2CCCN(C(=O)CCc3cn[nH]c3)C2)cc1C (configuration not stated)	-6	-6	2	-4	1	-1	-14	6	12
COC(=O)Cc1[nH]n(-c2nc3ccccc3s2)c(=O)c1C(C)=Nc1ccc(C)cc1	3	-4	-3	3	2	-5	-6	-8	-4
O=C(CCN1C(=O)c2ccccc2C1=O)Nc1ccncc1	9	5	-1	-2	6	-2	1	1	-11
CC(C)CN1C(=O)c2ccc(C(=O)Nc3ccccn3)cc2C1=O	-6	9	1	4	3	0	0	4	4
Cc1ccc(S(=O)(=O)N(C)C)cc1NC(=O)CSc1nncs1	-3	0	6	3	6	1	6	18	4
CCn1c2ccccc2c2cc(NC(=O)c3cc(C)on3)ccc21	1	-3	4	6	11	0	0	4	28
O=C(COC(=O)Cc1ccc(S(=O)(=O)N2CCCCC2)s1)Nc1ccc2c(c1)OCO2	-1	10	0	7	22	4	0	0	-3
NC(=O)[C@H](Cc1cc2ccccc2s1)NC(=O)[C@@H]1CC2(CC(c3cccc(NC(=O)[C@@H]4CCC(=O)N4)c3)=NO2)CN1C(=O)c1ccccc1 (some centres not stated)	1	1	-3	6	-1	-2	1	-2	20
Cn1nc(C(F)(F)F)c(C#N)c1N1CCN(c2ccccn2)CC1	-3	-17	0	x	-4	x	x	-1	5
O=C(NCc1ccccc1)c1nc(-c2cccs2)no1	-5	-12	4	-1	5	-1	-3	6	-3
COC(=O)c1ccc(N2C(=O)C3CC=CC(C)C3C2=O)cc1 (configuration not stated)	11	5	-2	1	3	6	-4	3	6
CCC(=O)Nc1ccc2c(c1)ncn2-c1ccccc1C	14	2	-2	-2	-1	4	-10	-3	-7
Cc1ccc(C2NC(=S)NC3=C2C(=O)CC(C)(C)C3)cc1 (configuration not stated)	5	6	0	6	1	6	-1	1	-2
Cc1ccc(CNC(=O)C2c3ccccc3C(=O)N3CCc4ccccc4C23)o1 (configuration not stated)	0	0	-2	5	2	0	-2	0	3
Cc1c(OCC(=O)N2CCC(C(=O)NCCCC(=O)O)CC2)ccc2c1oc(=O)c1ccccc12	14	1	-3	14	3	5	13	-3	2
CSc1cccc(-c2nnc(NC(=O)c3cccc(N4C(=O)CCC4=O)c3)o2)c1	-3	-14	4	-2	3	-3	0	-2	11
O=C(NCc1ccccc1)C12CN(Cc3ccccc3)CC1C(c1cccc([N+](=O)[O-])c1)=NO2 (configuration not stated)	-22	-9	-1	3	12	-1	-3	-1	-8
O=S(=O)(NC1CC1)c1ccc(S(=O)(=O)N(Cc2ccccn2)C2CC2)cc1	-2	-9	-1	-2	4	6	-1	0	15
COc1ccc(CC(=O)OCC(=O)Nc2c(C)n(C)n(-c3ccccc3)c2=O)cc1OC	-4	x	-1	6	-1	5	-1	5	5
COc1ccc(-c2cc(C(F)(F)F)nc(SCCC(=O)Nc3cc(C)on3)n2)cc1	-2	16	2	-10	0	4	-10	-4	-14
Cc1oc(-c2ccccc2F)nc1CS(=O)CC(=O)NCc1ccc(Cl)cc1 (configuration not stated)	10	1	-6	3	5	6	5	-5	-12
CN1CCN(NC(=O)c2cc(-c3cccc(Cl)c3)nc3ccccc23)CC1	17	3	2	5	4	-2	-1	4	-14
CCOc1cccc(NC(=O)c2cnccc2C(F)(F)F)c1	22	10	0	7	6	0	-3	-2	7
CCCCCC(=O)NC(Cc1ccc(OC)c([N+](=O)[O-])c1)C(=O)O (configuration not stated)	-16	6	-2	2	2	6	3	1	15
O=C(/C=C/c1ccccc1)OCC(=O)c1ccc[nH]1	-8	-7	0	7	-4	9	19	-2	10
O=C(CSc1nnc(-c2cccs2)n1Cc1ccccc1)N1CCc2ccccc2C1	18	-13	1	1	2	13	4	-1	-11
CCOC(=O)c1cnc(-c2ccccc2)nc1Oc1cccc(Cl)c1	4	-11	2	4	3	-1	3	-3	6
CC(=O)c1ccc(NC(=O)c2noc(C(C)C)c2[N+](=O)[O-])cc1	-1	6	0	9	2	-1	7	5	10
COCCN(C(=O)COC(=O)C12CC3CC(CC(Cl)(C3)C1)C2)c1c(N)n(Cc2ccccc2)c(=O)[nH]c1=O	16	9	-4	-1	5	16	0	1	-3
O=[N+]([O-])c1cc(-c2ccc(C(=S)N3CCOCC3)o2)ccc1Cl	-2	-21	5	4	15	8	14	4	17
CCn1c(O)c(/C=N/N=C2CCCCC2)c2cc(C3=NNC(=O)CC3)ccc21	3	-4	2	4	-5	0	-4	-9	2
O=C(NCCCN1CCOCC1)c1cc2ccccc2o1	-11	-6	0	-1	4	0	4	0	0
COc1cc(C(=O)CSc2nccn2C)cc(OC)c1OC	5	1	-2	5	4	1	2	-8	-3

Screening data deposited in PubChem BioAssay by The Scripps Research Institute Molecular Screening Center.
